Screens deposited in PubChem by National Center for Advancing Translational Sciences (NCATS).
Texas Red fluor = Texas Red region autofluorescence. Compound fluorescence, Texas Red channel, 547/618 nm; active compounds read high. max dye-equivalent concentration, M. actives 0.06% (n = 59,000). AID 587; in the data active = max dye-equivalent concentration above about 10 nM; inconclusive = between about 1.1 nM and that limit
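Fluorescence at ex 547/em 618 nm, normalized against an on-plate Texas Red standard series to give dye-equivalent concentration per compound concentration. Buffer 100 mM Tris, pH 8.0; 15 min RT incubation before CCD imaging.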
15-hLO inh = inhibitors of human 15-lipoxygenase (ALOX15); Potency, µM (series often up to 57.1 µM), inactives show top-dose activity change, negative = inhibition, actives largely listed as inhibitors; actives 1.4% (n = 74,000); purified 15hLO-1, xylenol orange hydroperoxide absorbance; P16050; note: potency is the fitted concentration of half-maximal effect; % is set by controls: 0 for no effect and ±100 for the full control effect; nearly all actives have a fitted effect of over 55% in size
Target sequence (P16050 whole entry, looked up): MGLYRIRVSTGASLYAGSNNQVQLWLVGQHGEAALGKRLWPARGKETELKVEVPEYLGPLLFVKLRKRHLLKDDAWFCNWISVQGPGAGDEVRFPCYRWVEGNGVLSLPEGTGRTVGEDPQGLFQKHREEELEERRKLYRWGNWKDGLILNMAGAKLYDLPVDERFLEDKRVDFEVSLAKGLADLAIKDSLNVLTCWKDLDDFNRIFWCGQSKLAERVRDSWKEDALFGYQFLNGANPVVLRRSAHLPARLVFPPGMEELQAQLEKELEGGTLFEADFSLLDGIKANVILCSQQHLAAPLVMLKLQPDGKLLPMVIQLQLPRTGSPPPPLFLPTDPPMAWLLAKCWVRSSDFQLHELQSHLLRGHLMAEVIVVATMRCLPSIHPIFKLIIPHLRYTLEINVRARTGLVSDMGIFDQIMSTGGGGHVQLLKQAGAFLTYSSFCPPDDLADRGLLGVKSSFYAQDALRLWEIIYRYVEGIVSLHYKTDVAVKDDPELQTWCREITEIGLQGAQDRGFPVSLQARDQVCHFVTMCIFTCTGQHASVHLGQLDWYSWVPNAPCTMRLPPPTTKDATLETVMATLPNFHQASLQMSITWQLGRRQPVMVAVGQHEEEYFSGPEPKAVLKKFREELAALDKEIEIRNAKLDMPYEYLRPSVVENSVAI
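Quantitative HTS in 25 mM Hepes pH 7.5 containing 0.01% Triton X-100: human 15hLO-1 at 40 nM, arachidonic acid at 50 uM, 6 min turnover. Product quantified via ferrous oxidation/xylenol orange, 573:405 nm absorbance ratio.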
HBB splicing = alters splicing of the hemoglobin beta chain | HBB splicing reporter cell assay, activation; EGFP reporter with mutant IVS2-654 intron; response scale: normalised to 500 nM splice-correcting PNA | Potency, µM (highest dose often 46.1 µM), without a hit: at the top dose activation, actives largely listed as activators | actives 0.06% (n = 65,000) | AID 925; note: potency is the fitted concentration of half-maximal effect; 0% is about no effect
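HeLa cells stably expressing EGFP interrupted by mutant beta-globin intron 2 (IVS2-654), 500/well in 2% FCS. Treated with compound for 2 days at 37C. Splicing correction scored as total well GFP intensity (488 nm excitation, 500-520 nm emission); 500 nM antisense PNA served as control.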
Fluorescein autfl = compound autofluorescence in fluorescein spectral region | max fluorescein-equivalent concentration, M | Compound autofluorescence, 480/540 nm, fluorescein-equivalent; active compounds read high | actives 0.91% (n = 59,000) | AID 593; in the data active = max fluorescein-equivalent concentration above about 10 nM; inconclusive = between about 1.1 nM and that limit
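Tris 100 mM pH 8.0; 15 min RT; CCD read, ex 480/em 540 nm. Output: fluorescein-equivalent concentration per compound concentration, from six-point dye series on each plate.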
4-MU autofl = compound fluoresces in the 4-MU spectral region; compound autofluorescence, 340/450 nm, 4-MU equivalents; active compounds read high; actives 11% (n = 59,000); max dye-equivalent concentration, M; in the data active = max dye-equivalent concentration above about 10 nM; inconclusive = mostly about 1.1 nM to 9.6 nM
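Compounds in 100 mM Tris, pH 8.0, sat 15 min at room temperature before fluorescence was read at 340 nm excitation/450 nm emission; a per-plate six-point 4-MU standard curve converted signals to dye-equivalent concentration at each compound concentration.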
Pol III holo inh = inhibitors of bacterial DNA polymerase III holoenzyme; actives 0.25% (n = 71,000); AID 603; Potency, µM (highest dose often 57.1 µM), for inactives: top-dose activity change, negative = inhibition; reconstituted DNA polymerase III holoenzyme replication, biochemical; note: potency is the fitted concentration of half-maximal effect; % is set by controls: 0 for no effect and ±100 for the full control effect
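Reconstituted *E. coli* holoenzyme (0.35 nM Pol III, 1 nM beta, 154 nM SSB, 2 nM primase) was preincubated with compound for 15 min at RT. Synthesis on 1.4 nM ssM13Gori ran 35 min, then was stopped with PicoGreen/EDTA and read as dsDNA fluorescence.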
UbGFP stabilizer = inhibits proteasome, raising ubiquitin-GFP reporter fluorescence; Ubiquitin-GFP reporter cells, proteasome inhibition, GFP fluorescence; response scale: untreated = 0%, 10 µM MG-132 = 100%; AID 526; Potency, µM (top dose mostly 45.9 µM), inactives show at the highest dose activation (GFP accumulation), most hits filed as activators; 67,000 tested, under 10 active; active = well fitted activation curve with a large enough effect, not every such curve was filed as active; inconclusive = small, poorly fitted or top-dose-only effect, or another doubt; inactive = no such curve, though single readings can be large or run the other way; note: potency is the fitted concentration of half-maximal effect
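Reporter cells (U2OS, ubiquitin-G76V-GFP fusion) are plated overnight, then treated 4 hr at 37 °C with compound titrations from 46 uM down to 2.9 nM. Activity is scaled against untreated cells and 10 uM MG-132.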
Epigenetic mod = epigenetic GFP locus derepression in mouse cells | Potency, µM (doses to about 46.1 µM), inactives show at the top dose GFP derepression (activation) | actives 0.09% (n = 68,000) | mouse C127i GFP locus derepression, cytometry, 30 h; note: % of control where 0% means no effect
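Locus derepression in mouse mammary C127i cells whose integrated CMV-GFP reporter is normally silent; GFP expression after 30 h compound treatment was quantified by counting fluorescent cells.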
HADH2 inhib = inhibitors of human HADH2 dehydrogenase; recombinant HADH2, NADH fluorescence, beta-hydroxybutyryl-CoA; Potency, µM (top dose mostly 57.1 µM), without a hit: top-dose activity change, negative = inhibition, actives largely listed as inhibitors; actives 3.4% (n = 73,000); note: potency is the fitted concentration of half-maximal effect; % is set by controls: 0 for no effect and ±100 for the full control effect; nearly all actives have a fitted effect of over 60% in size; many of its hits are not listed in these tables
Target sequence (Q99714 whole entry, looked up, one chain of several): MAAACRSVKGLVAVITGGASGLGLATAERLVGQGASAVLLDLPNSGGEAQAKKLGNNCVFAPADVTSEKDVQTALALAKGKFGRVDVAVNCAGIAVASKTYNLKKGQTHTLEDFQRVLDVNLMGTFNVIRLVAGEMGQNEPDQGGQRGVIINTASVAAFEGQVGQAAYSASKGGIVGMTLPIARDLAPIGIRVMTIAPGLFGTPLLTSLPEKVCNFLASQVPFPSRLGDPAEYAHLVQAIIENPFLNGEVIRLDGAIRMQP
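His-tagged recombinant enzyme from E. coli, 20 nM, preincubated 15 min RT with compound; reaction started with 1 mM NAD+ and 90 uM beta-hydroxybutyryl-CoA in 100 mM Tris-HCl pH 9.0. NADH fluorescence (ex 360/em 450) read over 4 min; last-minus-first difference.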
Hsp90 Hop PPI = changes Hsp90-Hop TPR2A binding signal, up or down; AlphaScreen TPR2A-His6 binding biotin-Hsp90 C-terminal peptide; Potency, µM (series often up to 57 µM), without a hit: at the highest dose activity change, negative = inhibition; actives 0.44% (n = 71,000); AID 595; active = well fitted curve in either direction with a large enough effect; inconclusive = small, poorly fitted or top-dose-only effect, or another doubt; note: potency is the fitted concentration of half-maximal effect; % is set by controls: 0 for no effect and ±100 for the full control effect; many of its hits are not listed in these tables
Rhodamine autofl = compound fluoresces in the rhodamine spectral region | Rhodamine-region fluorescence, 547/598 nm, Tris buffer; active compounds read high | actives 0.05% (n = 59,000) | max dye-equivalent concentration, M; in the data active = max dye-equivalent concentration above about 11 nM; inconclusive = between about 1.1 nM and that limit
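Steps: pin-transfer compounds into pH 8.0 Tris (100 mM), hold 15 min at room temperature, image with a 547/598 nm filter pair, and convert intensities to rhodamine-equivalent concentration using a six-point on-plate rhodamine series.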
* hit, by the source's call; i = inactive; ? = inconclusive; . = not tested or not shown; [ ] = another dose, or the depositor's remark. Unless noted, calls come from the whole dose curve; as a rule, active = well fitted curve in the direction sought with a large enough effect; inconclusive = small, poorly fitted or top-dose-only effect, or another doubt; inactive = no such curve, though single readings can be large; an effect the other way counts as inactive or inconclusive. These rows are one share of the data, so the mix of outcomes need not match the whole.

SMILES | Texas Red fluor | 15-hLO inh | HBB splicing | Fluorescein autfl | 4-MU autofl | Pol III holo inh | UbGFP stabilizer | Epigenetic mod | HADH2 inhib | Hsp90 Hop PPI | Rhodamine autofl
Cc1ccc(-n2cc(-c3ccccc3)[nH]c2=O)cc1F | i | -21.2% | -0.6% | i | i | -3.2% | 4.0% | -1.8% | -9.7% | 2.8% | i
Cc1ccc(C)c(-n2nnnc2SCC(=O)Nc2cccc(-c3nnc4n3CCCCC4)c2)c1 | i | -4.5% | -1.0% | ? | i | 1.6% | 3.8% | -0.1% | 11.6% | -6.7% | i
O=C1c2ccccc2NC2CCCCCN12 (stereo unspecified) | i | -17.1% | -0.4% | i | 5.74e-07M* | -0.3% | 1.9% | 1.8% | 15.8µM* | -5.5% | i
CCOC(=O)c1c(C)[nH]c(/C(C)=N/O)c1C | i | . | . | i | i | . | . | -0.3%[20.6 µM] | . | . | i
Nc1cccc(C(=O)Nc2ccc3nc(-c4cccnc4)[nH]c3c2)c1 | i | 6.2% | . | i | i | -8.2% | 6.9% | -0.3% | -6.0% | ? | i
COCCn1c(=O)[nH]c2cc(C(=O)NC(C)C)ccc2c1=O | i | -0.3% | -0.4% | i | 3.44e-08M* | -2.2% | -5.0% | 4.0% | -3.6% | -1.5% | i
Cc1[nH]c2ccccc2c1CC(=O)O | i | 6.6% | -0.1%[57.5 µM] | i | i | -1.5% | 2.4% | -0.6% | -11.1% | -4.6% | i
COC(=O)c1ccc(C(=O)OC)c(NS(C)(=O)=O)c1 | i | 2.0% | -1.4% | ? | 2.87e-08M* | -1.7% | 1.0% | 0.2% | 13.6% | 1.7% | i
COC(=O)c1cccc(NC(=O)CSc2nnc(C)n2Cc2ccccc2)c1 | i | -1.0% | -6.9% | ? | i | -2.5% | -0.8% | -1.2% | 13.3% | -7.1% | i
CCN(CC)CCCN1C(=O)C(=O)/C(=C(/O)c2ccc(OC)cc2)C1c1ccco1 (stereo unspecified) | i | . | . | i | i | . | . | -3.7%[20.6 µM] | . | . | i
N#Cc1cccc(NC(=O)CSc2ccccc2)c1 | ? | -27.6% | 7.3% | ? | i | -9.3% | -3.0% | 0.0% | -23.3% | 0.6% | i
CCCC1(C(=O)OC)NC(c2ccc(OC)c(OC)c2)C2C(=O)N(c3ccc4c(c3)OCO4)C(=O)C21 (stereo unspecified) | i | ? | . | i | i | -5.4% | -3.7% | -4.4% | 9.7% | -3.9% | i
CN(c1ccc(C(=O)NCCSC(C)(C)C)cc1)S(C)(=O)=O | i | 6.8% | -2.6% | i | i | 0.2% | -1.7% | 1.7% | 3.3% | -3.0% | i
COc1ccc2[nH]c3nc(SCc4nnc(-c5ccccc5)o4)nnc3c2c1 | ? | -13.8% | -3.9% | ? | i | 0.1% | 0.8% | 1.2% | 48.6%[activator] | -0.8% | i
CCn1c(SCC(=O)Nc2ccc(C(=O)OC)cc2)nnc1-c1cccs1 | i | -2.2% | -2.8%[0.369 µM] | ? | i | -9.2% | . | ? | -15.6% | 0.0% | i
CC[N+](CC)(CC(=O)Nc1c(C)cccc1C)Cc1ccccc1 | ? | 3.6%[25.6 µM] | -0.1%[20.6 µM] | i | i | -4.1%[25.6 µM] | -5.1%[20.5 µM] | -0.4%[20.6 µM] | -6.3%[25.6 µM] | -3.9%[26 µM] | i
COc1ccc(OC)c(NC(=O)[C@H]2CC=CC[C@H]2C(=O)O)c1 | i | -7.9% | -0.5% | i | i | -0.2% | 1.3% | 0.0% | 0.1% | -0.3% | i
O=C(Nc1ccc(N2CCOCC2)c(Cl)c1)C1CCCCC1 | . | 5.1% | 0.1% | . | . | 0.1% | -10.0% | 0.0% | 5.6% | -4.4% | .
CC(C)(C)Nc1nc(Oc2ccc(=O)n(-c3ccccc3)n2)nc(N2CCOCC2)n1 | ? | 4.0% | -2.3% | ? | i | 6.1% | 8.1% | 0.0% | 7.5% | -3.0% | i
CCn1c(SCC(=O)Nc2cccc(NC(=O)c3cccs3)c2)nnc1-c1ccncc1 | ? | 2.4% | -1.9% | ? | i | -3.9% | 4.2% | 1.3% | -1.4% | -6.0% | i
CCOC(=O)CSc1ncnc2c1cnn2-c1ccccc1 | i | -0.9% | -0.1%[57.5 µM] | i | i | -3.3% | 3.0% | 0.0% | 2.1% | 13.6% | i
Cc1cc(C(=O)COC(=O)c2csc3c2CCCC3)c(C)n1C | i | -13.2% | -0.7% | ? | i | 3.5% | -8.5% | 0.0% | 1.6% | 0.5% | i
CC1=CC(=O)CC(C)(C)C1(O)/C=C/C(C)=C\C(=O)O (stereo unspecified) | . | -2.6% | 0.5% | . | . | -4.4% | . | . | -0.2% | -4.0% | .
C/C(=C\C(=O)c1ccncc1)Nc1ccccc1O | . | -18.4% | 0.4%[9.22 µM] | . | . | 2.5% | ? | 15.1% | -16.5% | -8.6% | .
CC1CCN(CC(=O)Nc2sc3c(c2C#N)CCC3)CC1 | i | 25.1µM* | -2.2% | ? | i | -0.9% | 3.4% | 1.0% | 6.7% | ? | i
CC(C)C(=O)Nc1nnn(C)n1 | i | 4.0% | -1.6%[57.5 µM] | ? | i | -4.9% | 2.6% | 2.6% | 7.9% | -2.8% | i
O=C(CSc1nnc(Cc2ccccc2)o1)NCCc1ccccc1 | i | -6.3% | -1.2% | i | i | -2.4% | 3.6% | 0.0% | 24.7% | 1.1% | i
O=C(Cc1cccs1)Nc1ccccc1C(=O)O | i | 6.1% | . | i | i | -7.6% | -1.0% | 3.8% | -5.2% | 0.7% | i
CCOC(=O)c1[nH]c(Cc2[nH]c(C(=O)OCC)c(C)c2CCC(=O)OC)c(CCC(=O)OC)c1C | . | -14.2%[11.4 µM] | -0.8%[0.0738 µM] | . | . | -4.6%[11.4 µM] | 15.3%[9.17 µM] | -1.5% | -6.5%[11.4 µM] | -18.2%[11 µM] | .
CCCCN1CC(O)=C(c2nc3ccccc3s2)C1=N | i | 2.1% | . | i | i | -4.8% | 3.8% | -2.5% | -7.2% | -6.3% | i
COc1ccc(NC(=O)c2oc3ccccc3c2NC(=O)COc2ccccc2OC)c(OC)c1 | i | 14.2% | -0.7% | ? | 8.18e-08M* | -10.2% | 2.6% | 0.7% | 11.0% | 2.3% | i
CCOC(=O)Cc1csc(NC(=O)CC)n1 | . | 3.0% | -1.2% | . | . | -8.7% | -4.4% | 5.4% | -0.8% | 1.4% | .
CCOC(=O)CC(=O)CSc1nc2c(cc1C#N)CCCCC2 | i | . | . | ? | 1.3e-08M* | . | . | 2.3%[20.6 µM] | . | . | i
Cn1c(=O)cc(OCC(=O)NCCCN2CCN(c3cccc(Cl)c3)CC2)c2ccccc21 | . | -7.6% | -0.7% | . | . | -5.1% | 2.9% | 0.0% | -6.3% | -11.5% | .
COc1ccccc1CNC(=O)CCCN1C(=O)COc2ccc(C)cc21 | i | 1.7% | -2.2%[57.5 µM] | ? | i | -3.7% | 2.8% | 1.0% | 8.7% | 1.2% | i
CC(C)CNS(=O)(=O)c1ccc(CCC(=O)Nc2ccc3c(c2)OCO3)cc1 | i | 2.7% | -1.9% | i | i | 0.6% | -1.3% | 2.6% | 1.9% | -5.3% | i
CN(C)c1ccc(CN2CCCC(O)C2)cc1 (stereo unspecified) | . | -3.7%[11.4 µM] | -1.8%[0.0738 µM] | . | . | -5.0%[11.4 µM] | -4.5%[9.17 µM] | -1.5% | -2.9%[11.4 µM] | -3.7%[11 µM] | .
CCC(Sc1nc2ccccc2c(=O)n1CCN1CCOCC1)C(=O)NCc1cccnc1 (stereo unspecified) | i | 2.8% | -0.1% | i | i | 0.5% | -1.9% | 2.7% | 3.7% | -2.8% | i
CN(C)S(=O)(=O)N1CCC(Cc2ccccc2)CC1 | . | -2.6%[11.4 µM] | 5.2%[0.0738 µM] | . | . | 4.2%[11.4 µM] | 5.4%[9.17 µM] | -1.5% | -4.5%[11.4 µM] | -0.9%[11 µM] | .
COc1ccc(C)cc1N(CC(=O)NC1CCCC1)C(=O)CCC(=O)Nc1cc(C)on1 | i | 7.8% | -1.6% | i | i | -5.5% | -1.7% | 1.0% | 3.2% | -1.3% | i
Cc1cccc(OCCNC(=O)c2ncn[nH]2)c1 | . | 15.5% | 0.7%[9.22 µM] | . | . | -4.3% | -12.5% | -4.2% | 1.2% | -8.6% | .
